Screens as filed in PubChem.
M4 PAM = CHRM4 positive allosteric modulation; P08173; CHO-K1 hM4/Gqi5, Fluo-8 calcium fluorescence, ACh EC20; 0% = ACh EC20, 100% = maximal ACh; activation, % at 3 µM; 360,000 compounds, 0.4% hits; AID 624126;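 active means activation above its plate's cutoff, the mean activation of sample wells plus 3 SD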; further: some results filed as inactive read as strong as hits
Target sequence (P08173 whole entry, looked up): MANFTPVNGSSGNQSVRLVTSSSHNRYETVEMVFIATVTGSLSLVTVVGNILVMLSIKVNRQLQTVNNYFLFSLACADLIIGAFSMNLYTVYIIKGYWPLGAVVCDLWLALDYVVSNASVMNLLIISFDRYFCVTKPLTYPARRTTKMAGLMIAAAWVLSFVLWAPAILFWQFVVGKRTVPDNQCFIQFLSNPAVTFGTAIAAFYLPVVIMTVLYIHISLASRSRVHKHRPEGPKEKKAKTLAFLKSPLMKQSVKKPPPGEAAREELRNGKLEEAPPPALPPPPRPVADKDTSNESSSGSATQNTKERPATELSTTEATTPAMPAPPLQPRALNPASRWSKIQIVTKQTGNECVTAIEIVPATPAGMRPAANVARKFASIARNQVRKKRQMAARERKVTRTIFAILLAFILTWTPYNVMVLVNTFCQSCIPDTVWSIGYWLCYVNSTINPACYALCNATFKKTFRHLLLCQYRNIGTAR
CHRM5 agonist = agonists of human muscarinic M5 receptor (CHRM5); P08912; CHO-K1 hM5 cells, Fluo-8 calcium fluorescence; 0% DMSO wells, 100% maximal acetylcholine response; activation, % at 3 µM; 360,000 compounds, 0.19% hits;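 active means activation above the run's mean over test compounds plus 3 SD, cut at about 23% in these data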;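 further: signal is peak over basal fluorescence ratio across the kinetic read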
Target sequence (P08912 whole entry, looked up): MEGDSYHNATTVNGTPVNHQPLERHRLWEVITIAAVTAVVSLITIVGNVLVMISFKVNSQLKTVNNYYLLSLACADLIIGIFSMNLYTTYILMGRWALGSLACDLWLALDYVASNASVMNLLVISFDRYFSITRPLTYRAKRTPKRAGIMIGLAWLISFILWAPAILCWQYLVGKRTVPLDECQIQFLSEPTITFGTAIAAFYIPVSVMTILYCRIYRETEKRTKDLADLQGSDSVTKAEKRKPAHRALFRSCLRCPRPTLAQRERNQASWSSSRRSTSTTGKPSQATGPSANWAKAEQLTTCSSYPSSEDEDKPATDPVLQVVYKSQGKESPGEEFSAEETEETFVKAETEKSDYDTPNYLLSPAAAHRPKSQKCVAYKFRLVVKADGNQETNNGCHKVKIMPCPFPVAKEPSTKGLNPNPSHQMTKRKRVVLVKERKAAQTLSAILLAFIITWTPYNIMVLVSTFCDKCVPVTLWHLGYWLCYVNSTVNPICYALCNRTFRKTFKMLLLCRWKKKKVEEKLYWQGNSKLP
CHRM5 antagonist = antagonists of human muscarinic M5 receptor (CHRM5). P08912. CHO-hM5 cells, Fluo-8 calcium fluorescence, ACh EC80. inhibition, % at 3 µM. 360,000 compounds, 0.59% hits. AID 624040;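 active means inhibition above a per-plate cutoff, the mean of that plate's test compounds plus 3 SD, cut at about 27% in these data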;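 further: 0% = acetylcholine EC80 with DMSO and 100% = DMSO without agonist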
CRFBP-R2 agonist = agonists of human CRF-binding protein/CRF-R2 receptor complex. activation, % at 13.2 µM. AID 588473. 350,000 compounds, 0.46% hits. HEK293 CRF-R2/CRF-BP, calcium dye fluorescence (FLIPR); percent of saturating CRF peptide response;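 active means activation of at least 50%, plus an integration ratio under a set limit after plate pattern correction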;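 further: plate controls were neutral control wells without compound for no effect and CRF at EC100 for full effect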
M4 ag = agonists of human muscarinic M4 receptor (CHRM4) | P08173 | CHO-K1 hM4/Gqi5, Fluo-8 calcium fluorescence; vehicle 0%, full acetylcholine response 100% | activation, % at 3 µM | 360,000 compounds, 0.14% hits | AID 624127;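 active means activation above the run mean over all test wells plus 3 SD, cut at about 32% in these data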;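 further: peak over basal fluorescence ratio per well then scaled between controls; 0% = DMSO wells and 100% = acetylcholine at EC100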
CHRM5 PAM = potentiates acetylcholine response at human M5 receptor | P08912 | CHO-K1 hM5, Fluo-8 calcium, ACh EC20 PAM; 0% = ACh EC20, 100% = ACh EC100 | activation, % at 3 µM | 360,000 compounds, 0.3% hits;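 active means activation above the run cutoff, the mean activation of all test compounds plus 3 SD, cut at about 18% in these data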
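Test system: CHO-K1 hM5 cells / Doses: single-point, 3 µM nominal / Times: Post-acetylcholine fluorescence recording 140 s / Technique: Fluo-8 calcium fluorescence / Measure: Max/basal fluorescence ratio as % of EC20–EC100 ACh window / Benchmarks: low control EC20 acetylcholine (0%), high control EC100 acetylcholine (100%) / Replicates: one well per compound, no replicates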
IDE inh = cellular human IDE inhibition; HEK cells, FAbetaB cleavage, fluorescence polarization; inhibition, % at 5.59 µM; 320,000 compounds, 0.41% hits;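 active means percent inhibition above the average of all tested compounds plus 3 SD, set per screening campaign, cut at about 16% in these data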;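 further: IDE supplied by intact live HEK cells; FP after avidin binding of uncleaved biotin substrate so inhibition keeps polarization high; 0% = DMSO wells and 100% = 60 µM reference IDE inhibitor Ii1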
CHRM4 antagonist = blocks acetylcholine activation of human M4 receptor; P08173; CHO-hM4 cells, ACh EC80, Fluo-8 calcium fluorescence; inhibition, % at 3 µM; 360,000 compounds, 0.73% hits; AID 624125;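 active means inhibition above its plate's cutoff, the mean inhibition of sample wells plus 3 SD, cut at about 27% in these data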;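 further: 0% = acetylcholine EC80 with DMSO and 100% = DMSO without agonist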
CRFR2-BP antag = antagonists of CRF-binding protein/CRF-R2 receptor complex; HEK293 CRF-R2/CRF-BP, CRF-induced calcium fluorescence; inhibition, % at 11.8 µM; 350,000 compounds, 0.59% hits; AID 588475;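 active means inhibition of the ligand-induced calcium signal above about 50% at the single tested concentration, limit read from the data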
* marks the source's active call; other numbers are inactive results.

How did CCCCn1c(N)c(N(CCC(C)C)C(=O)C2=COCCO2)c(=O)[nH]c1=O do in these assays?
M4 PAM: 6; CHRM5 agonist: -1; CHRM5 antagonist: -10; CRFBP-R2 agonist: 0.0; M4 ag: 1; CHRM5 PAM: 5; IDE inh: -1; CHRM4 antagonist: -3; CRFR2-BP antag: 3

What do the screens show for `Cc1occc1C(=O)N1CCN(Cc2ccccc2)CC1`?
M4 PAM: -3; CHRM5 agonist: 1; CHRM5 antagonist: -10; CRFBP-R2 agonist: -0.6; M4 ag: 0; CHRM5 PAM: 6; IDE inh: 4; CHRM4 antagonist: 5; CRFR2-BP antag: 9

How did COc1ccc(CNC(=O)COC(=O)CN2C(=O)C3CC=CCC3C2=O)cc1 (stereo unspecified) do in these assays?
M4 PAM: 18; CHRM5 agonist: 4; CHRM5 antagonist: -10; CRFBP-R2 agonist: -0.1; M4 ag: 2; CHRM5 PAM: 3; IDE inh: 3; CHRM4 antagonist: 3; CRFR2-BP antag: -17

What do the screens show for `O=C(NCC(=O)N1CCN(S(=O)(=O)c2cccs2)CC1)c1ccc(Cl)cc1`?
M4 PAM: -7; CHRM5 agonist: -2; CHRM5 antagonist: -8; CRFBP-R2 agonist: -1.4; M4 ag: 1; CHRM5 PAM: 2; IDE inh: 5; CHRM4 antagonist: -2; CRFR2-BP antag: -10

What do the screens show for `COc1ccccc1NC(=O)c1ccc(NC(=O)CN2C(=O)CN(C)C2=O)cc1`?
M4 PAM: 0; CHRM5 agonist: 3; CHRM5 antagonist: 14; CRFBP-R2 agonist: 0.3; M4 ag: 0; CHRM5 PAM: 0; IDE inh: -3; CHRM4 antagonist: 0; CRFR2-BP antag: 4

Results for CCOc1nc(C)cc(C)c1S(=O)(=O)c1ccc(Cl)cc1 ?
M4 PAM: 11; CHRM5 agonist: -6; CHRM5 antagonist: 5; CRFBP-R2 agonist: -0.7; M4 ag: -2; CHRM5 PAM: 3; IDE inh: 0; CHRM4 antagonist: 4; CRFR2-BP antag: 3

What do the screens show for `CC1(C)CC(NC(=O)c2ccncc2)CC(C)(C)N1O`?
M4 PAM: 2; CHRM5 agonist: -2; CHRM5 antagonist: -1; CRFBP-R2 agonist: -0.9; M4 ag: 0; CHRM5 PAM: 1; IDE inh: -4; CHRM4 antagonist: -2; CRFR2-BP antag: 13

What do the screens show for `CN(/C(=N/S(=O)(=O)c1cccs1)c1ccccc1)c1ccc(O)cc1`?
M4 PAM: 0; CHRM5 agonist: 4; CHRM5 antagonist: -3; CRFBP-R2 agonist: -0.8; M4 ag: 1; CHRM5 PAM: 5; IDE inh: 5; CHRM4 antagonist: -10; CRFR2-BP antag: 17

What do the screens show for `Cc1ccc(C(=O)NNC(=O)CCC(=O)Nc2cc(C)on2)cc1`?
M4 PAM: -1; CHRM5 agonist: 0; CHRM5 antagonist: 11; CRFBP-R2 agonist: 0.8; M4 ag: 0; CHRM5 PAM: -5; IDE inh: 3; CHRM4 antagonist: 3; CRFR2-BP antag: -21

How did Cc1ccc(/C(N)=N/OC(=O)CCC2CCCCC2)cc1 do in these assays?
M4 PAM: 3; CHRM5 agonist: 1; CHRM5 antagonist: 3; CRFBP-R2 agonist: -2.5; M4 ag: 0; CHRM5 PAM: 1; IDE inh: -1; CHRM4 antagonist: 7; CRFR2-BP antag: -6

Results for Cc1ccc(S(=O)(=O)N2CCOCC2)cc1NC(=O)COC(=O)Cc1ccsc1 ?
M4 PAM: -6; CHRM5 agonist: -1; CHRM5 antagonist: 2; CRFBP-R2 agonist: -0.3; M4 ag: 1; CHRM5 PAM: -2; IDE inh: 4; CHRM4 antagonist: 2; CRFR2-BP antag: 2

What do the screens show for `CCCCCCOc1ccc(C(=O)n2cnc(N)n2)cc1`?
M4 PAM: 8; CHRM5 agonist: 3; CHRM5 antagonist: 2; CRFBP-R2 agonist: 0.1; M4 ag: 1; CHRM5 PAM: -2; IDE inh: 7; CHRM4 antagonist: 1; CRFR2-BP antag: -19

How did Cc1ccc(S(=O)(=O)NCC(=O)N(CC(=O)NCC2CCCO2)Cc2ccccc2)cc1 (stereo unspecified) do in these assays?
M4 PAM: -3; CHRM5 agonist: -2; CHRM5 antagonist: 1; CRFBP-R2 agonist: 0.5; M4 ag: 0; CHRM5 PAM: 2; IDE inh: -7; CHRM4 antagonist: 5; CRFR2-BP antag: -7

How did O=C(c1ccc(Cn2cc(Cl)cn2)o1)N1CCN(Cc2ccc3c(c2)OCO3)CC1 do in these assays?
M4 PAM: 10; CHRM5 agonist: -4; CHRM5 antagonist: 6; CRFBP-R2 agonist: -0.6; M4 ag: 2; CHRM5 PAM: -8; IDE inh: -5; CHRM4 antagonist: 3; CRFR2-BP antag: 5

Results for CCCCCC(=O)N1C[C@@H](n2cc(-c3ccc(F)cc3)nn2)[C@H](O)C[C@@H]1c1ccc(C)cc1 ?
M4 PAM: -5; CHRM5 agonist: -1; CHRM5 antagonist: 22; CRFBP-R2 agonist: 0.1; M4 ag: 6; CHRM5 PAM: -7; CHRM4 antagonist: -2; CRFR2-BP antag: 11

How did COc1ccc(-c2csc(Nc3ccc(O)cc3)n2)cc1 do in these assays?
M4 PAM: 2; CHRM5 agonist: 9; CHRM5 antagonist: -3; CRFBP-R2 agonist: -0.6; M4 ag: 1; CHRM5 PAM: 12; IDE inh: 6; CHRM4 antagonist: -16; CRFR2-BP antag: 22

Results for N/C(=N\OC(=O)CCC1CCCC1)c1ccc(Cl)cc1 ?
M4 PAM: -4; CHRM5 agonist: -2; CHRM5 antagonist: 3; CRFBP-R2 agonist: 0.8; M4 ag: 1; CHRM5 PAM: -6; IDE inh: -2; CHRM4 antagonist: -6; CRFR2-BP antag: -10

How did N#Cc1c(NC(=O)Cn2cnc3ccccc3c2=O)oc(-c2ccccc2)c1-c1ccccc1 do in these assays?
M4 PAM: 12; CHRM5 agonist: 0; CHRM5 antagonist: -4; CRFBP-R2 agonist: -2.6; M4 ag: 2; CHRM5 PAM: 1; IDE inh: 0; CHRM4 antagonist: -9; CRFR2-BP antag: 42

How did CN(c1ccccc1)S(=O)(=O)c1ccc(C(=O)NCc2ccccc2CN2CCCC2)cc1 do in these assays?
M4 PAM: -11; CHRM5 agonist: -7; CHRM5 antagonist: 6; CRFBP-R2 agonist: -0.1; M4 ag: 3; CHRM5 PAM: -6; CHRM4 antagonist: 1; CRFR2-BP antag: -6

What do the screens show for `Cc1ccc(N(C(=O)Cn2nnc(-c3ccc(C)o3)n2)C(C(=O)NC2CCCC2)c2ccco2)cc1` (stereo unspecified)?
M4 PAM: -2; CHRM5 agonist: -2; CHRM5 antagonist: 4; CRFBP-R2 agonist: 3.6; M4 ag: 0; CHRM5 PAM: -1; IDE inh: 2; CHRM4 antagonist: 8; CRFR2-BP antag: 20

How did CCOc1ccc(NC(=S)NN2CCN(C)CC2)cc1 do in these assays?
M4 PAM: -5; CHRM5 agonist: -3; CHRM5 antagonist: 5; CRFBP-R2 agonist: -1.3; M4 ag: 1; CHRM5 PAM: -5; IDE inh: -1; CHRM4 antagonist: 6; CRFR2-BP antag: -1

How did COc1ccc(-n2c(C)cc(-c3cn4cccc(C)c4n3)c2C)cc1 do in these assays?
M4 PAM: -5; CHRM5 agonist: -2; CHRM5 antagonist: 3; CRFBP-R2 agonist: 1.2; M4 ag: 1; CHRM5 PAM: 4; IDE inh: 1; CHRM4 antagonist: 1; CRFR2-BP antag: 10

How did O=S(=O)(NCC1CCCO1)c1cc(Cl)ccc1Cl (stereo unspecified) do in these assays?
M4 PAM: -4; CHRM5 agonist: 4; CHRM5 antagonist: 5; CRFBP-R2 agonist: 0.9; M4 ag: 2; CHRM5 PAM: -11; IDE inh: 1; CHRM4 antagonist: 3; CRFR2-BP antag: 2

Results for CCCOC(=O)Oc1ccc2c(=O)c(Oc3cc(C)cc(C)c3)coc2c1 ?
M4 PAM: -6; CHRM5 agonist: -2; CHRM5 antagonist: -2; CRFBP-R2 agonist: 2.7; M4 ag: -1; CHRM5 PAM: -2; IDE inh: -1; CHRM4 antagonist: -1; CRFR2-BP antag: 19

How did CC1CC(C)(C)N(C(=O)CN2C(=O)CCC2=O)c2ccccc21 (stereo unspecified) do in these assays?
M4 PAM: 3; CHRM5 agonist: -1; CHRM5 antagonist: 8; CRFBP-R2 agonist: -0.3; M4 ag: 0; CHRM5 PAM: 6; IDE inh: -1; CHRM4 antagonist: -18; CRFR2-BP antag: -15

How did Clc1ccccc1OCCNc1nc(NCC2CC2)nc2ccsc12 do in these assays?
M4 PAM: -9; CHRM5 agonist: 4; CHRM5 antagonist: 30*; M4 ag: 15; CHRM5 PAM: -18; CHRM4 antagonist: 13

What do the screens show for `COc1cc(Cl)cc(C(c2c(C(=O)O)[nH]c3ccccc23)c2c(C(=O)O)[nH]c3ccccc23)c1O`?
M4 PAM: 1; CHRM5 agonist: -4; CHRM5 antagonist: 5; CRFBP-R2 agonist: -0.1; M4 ag: 0; CHRM5 PAM: 5; IDE inh: -3; CHRM4 antagonist: -5; CRFR2-BP antag: 1

How did COC(=O)C1=CN(CCCN2CCCC2=O)C=C(C(=O)OC)C1c1cccs1 do in these assays?
M4 PAM: 13; CHRM5 agonist: 3; CHRM5 antagonist: -2; CRFBP-R2 agonist: -2.1; M4 ag: 0; CHRM5 PAM: 5; IDE inh: 8; CHRM4 antagonist: 8; CRFR2-BP antag: -6

How did CC(C)C1N(S(=O)(=O)c2ccccc2)CCN1S(=O)(=O)c1ccccc1 do in these assays?
M4 PAM: -6; CHRM5 agonist: -4; CHRM5 antagonist: -6; CRFBP-R2 agonist: 1.1; M4 ag: 3; CHRM5 PAM: -2; IDE inh: 2; CHRM4 antagonist: -6; CRFR2-BP antag: 3

Results for Cc1ccnc(NC2OC(=O)c3ccccc32)c1 (stereo unspecified) ?
M4 PAM: 4; CHRM5 agonist: -3; CHRM5 antagonist: 3; CRFBP-R2 agonist: -0.9; M4 ag: 0; CHRM5 PAM: 0; IDE inh: 0; CHRM4 antagonist: -1; CRFR2-BP antag: 18

What do the screens show for `Nc1ccn([C@@H]2O[C@H](C(=O)Nc3ccc(C(=O)N4CCCCC4)cc3)[C@@H](O)[C@H]2O)c(=O)n1`?
M4 PAM: -4; CHRM5 agonist: 2; CHRM5 antagonist: 4; M4 ag: 0; CHRM5 PAM: 1; CHRM4 antagonist: 12

Results for Cc1cccc2cc(COC(=O)COc3ccccc3)c(=O)[nH]c12 ?
M4 PAM: 0; CHRM5 agonist: 1; CHRM5 antagonist: 11; CRFBP-R2 agonist: 3.5; M4 ag: 1; CHRM5 PAM: -10; IDE inh: -1; CHRM4 antagonist: 4; CRFR2-BP antag: -34

Results for COc1cc(C)nc(N2CCCC(C(=O)Nc3cc(Cl)ccc3OC)C2)n1 (stereo unspecified) ?
M4 PAM: 16; CHRM5 agonist: 4; CHRM5 antagonist: -3; CRFBP-R2 agonist: -0.1; M4 ag: -1; CHRM5 PAM: 2; IDE inh: 1; CHRM4 antagonist: -1; CRFR2-BP antag: 0
